Source: PubChem BioAssay
Casp6 inh: human caspase-6 inhibitors, primary screen, biochemical, VEID-R110 fluorescence, single point, set 2; P55212; purified caspase-6, Z-VEID-R110 cleavage fluorescence; inhibition, % at 12.5 µM; 350,000 tested, 0.53% active; AID 686996, 2013;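 active means mean inhibition across replicates at least about 35%, with every replicate also reaching that limit, limit read from the data; inconclusive means only one of the two criteria met; inactive means neither criterion met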;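 further: 0% = median of neutral control wells and 100% = no fluorescence left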
Target sequence (P55212 24-179 limits assumed): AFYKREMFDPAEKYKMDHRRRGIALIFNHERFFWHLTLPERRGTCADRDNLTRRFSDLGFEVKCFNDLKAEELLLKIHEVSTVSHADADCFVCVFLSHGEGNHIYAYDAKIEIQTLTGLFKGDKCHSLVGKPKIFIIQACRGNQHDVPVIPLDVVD
Target sequence (P55212 194-293 limits assumed): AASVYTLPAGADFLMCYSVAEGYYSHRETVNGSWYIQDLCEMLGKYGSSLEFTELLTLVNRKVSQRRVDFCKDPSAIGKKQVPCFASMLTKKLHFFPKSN
ARNT-TACC3 inh: disruptors of ARNT/TACC3 protein interaction, primary screen, biochemical, AlphaScreen, single concentration; Transforming acidic coiled-coil-containing protein 3 (Homo sapiens), Q9Y6A5; AlphaScreen His-ARNT PAS-B/GST-TACC3 binding, luminescence; TACC3 fragment carries E629A point mutation; inhibition, % at 9.99 µM; 390,000 tested, 0.66% active; AID 623870, 2012;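 active means mean inhibition of replicates at least 50% and at least half of replicates each reaching 50%; inconclusive means half or more replicates reach 50% but mean below 50%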;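 further: 0% = complete ARNT plus TACC3 wells and 100% = ARNT alone without TACC3; many hits fall short of the cut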
esBAF inh: Bmi1 luciferase reporter increase in mESCs, primary screen, esBAF inhibitor project, mouse ES cells, Bmi1 luciferase knock-in, single point; AID 602393, 2012; 350,000 tested, 2% active; reporter increase, % at 12.5 µM; 24 h; 100% = twice the neutral-well signal; in the data active means activation above about 40%; inconclusive means no clear call, values can overlap the other calls;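 further: 0% = median of the plate's neutral control wells and 100% = double that signal; a rise in the Bmi1 reporter signal indicates esBAF inhibition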
RAD52 anneal inh: RAD52 DNA annealing inhibitors, primary screen, biochemical, FRET, single point, set 2 | DNA repair protein RAD52 homolog (Homo sapiens), P43351 | inhibition, % at 18.7 µM | recombinant RAD52 DNA annealing, FRET fluorescence | 360,000 tested, 0.46% active | AID 651710, 2012;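 active means every replicate showing at least 50% inhibition; inconclusive means mean inhibition at least 50% but not in every replicate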
RAD54 inh: inhibitors of human RAD54 branch migration, primary screen, biochemical, fluorescence, single point | 360,000 tested, 0.14% active | DNA repair and recombination protein RAD54-like (Homo sapiens), Q92698 | RAD54 Holliday junction branch migration, FAM/BHQ fluorescence | inhibition, % at 10.4 µM;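 active means mean normalized replicate activity at least 40 and at least half of replicates scoring 40 or more; inconclusive means only one of the two criteria met; inactive means mean below 40 and under half of replicates reaching 40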;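 further: 0% = median of neutral control wells and 100% = median of positive control wells; inhibitors cause a drop in the FAM fluorescence signal; in these data hits start at about 50%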
PglD DTNB: C. jejuni PglD acetyltransferase inhibitors, primary screen, biochemical, DTNB colorimetric, single point. inhibition, % at 12.5 µM. 360,000 tested, 0.098% active. UDP-N-acetylbacillosamine N-acetyltransferase PglD (Campylobacter jejuni). purified PglD enzyme, DTNB colorimetric CoA detection; in the data active means inhibition above about 16%, passing the limit was not always enough; inconclusive means no clear call, values can overlap the other calls; further: strong numbers were not always called active
ERp5 block: inhibitors of ERp5-driven insulin aggregation, primary screen, biochemical, turbidity, absorbance 650 nm, single point. 90 min. 350,000 tested, 0.05% active. inhibition, % at 9.99 µM. Protein disulfide-isomerase A6 (Homo sapiens), Q15084;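 active means mean replicate inhibition above about 25%, with every replicate also reaching it, limit read from the data, passing the limit was not always enough; inconclusive means only one of those two criteria met; inactive means neither criterion met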
E-selectin induc: E-selectin induction in HUVECs, primary screen, imaging, HUVEC, immunofluorescence imaging, single point | normalized: neutral wells 0, TNF-alpha wells 100 | activation, % at 7.58 µM | 260,000 tested, 0.37% active | P16581;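 active means mean E-selectin-positive cell signal at least 10% of the positive control, reached in at least 60% of replicates, without over 20% cell loss; inconclusive means no rule given, readout overlaps actives, possibly toxicity-flagged; inactive means the rest, including those meeting only one limit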;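 further: in these data hits start at about 27%; measured in HUVEC primary endothelial cells; signal is the percent of cells scored E-selectin positive by PE staining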
Target sequence (P16581 whole entry, looked up): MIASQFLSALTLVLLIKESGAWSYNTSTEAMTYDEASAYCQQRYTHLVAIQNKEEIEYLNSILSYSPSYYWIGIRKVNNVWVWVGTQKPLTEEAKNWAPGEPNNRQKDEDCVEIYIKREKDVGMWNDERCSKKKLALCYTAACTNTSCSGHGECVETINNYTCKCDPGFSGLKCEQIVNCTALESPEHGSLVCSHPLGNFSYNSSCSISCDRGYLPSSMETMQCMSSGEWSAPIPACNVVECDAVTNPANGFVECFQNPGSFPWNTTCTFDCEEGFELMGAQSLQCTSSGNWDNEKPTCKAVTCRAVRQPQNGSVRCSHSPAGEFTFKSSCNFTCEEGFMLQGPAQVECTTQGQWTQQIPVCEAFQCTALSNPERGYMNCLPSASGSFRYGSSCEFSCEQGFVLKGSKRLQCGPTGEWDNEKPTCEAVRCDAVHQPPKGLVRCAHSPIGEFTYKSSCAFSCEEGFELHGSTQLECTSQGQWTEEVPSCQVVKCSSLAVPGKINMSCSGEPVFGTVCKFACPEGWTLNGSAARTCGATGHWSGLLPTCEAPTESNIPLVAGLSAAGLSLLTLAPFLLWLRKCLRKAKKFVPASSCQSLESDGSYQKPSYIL
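System: HUVEC, human umbilical vein endothelial cells; quantity: 3,000 cells/well; buffer or medium: EGM-2 medium, gelatin-coated wells; dosing: single-point compound dose; detection: immunofluorescence imaging; evaluation: % PE-positive cells; benchmarks: TNF-alpha, DMSO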
Numbers without * were called inactive; ? = inconclusive; / = not tested or not shown.

The opening eight entries, to show the layout:
Value order – E-selectin induc | ERp5 block | esBAF inh | PglD DTNB | Casp6 inh | RAD54 inh | ARNT-TACC3 inh | RAD52 anneal inh
Cc1ccc(-c2cc(C(F)F)n3ncc(C(=O)N4CCCc5ccccc54)c3n2)cc1
 : / | / | -9 | 4 | / | -10 | 2 | /
CCCC(C)NC(=O)COC(=O)c1cccc(NS(C)(=O)=O)c1 (centres undefined)
 : / | 5 | -2 | -2 | -5 | 5 | -3 | -13
CC(O)CNC(=O)C1CCN(Cc2ccc(OCc3ccccc3)cc2)CC1 (centres undefined)
 : -2.0 | / | 18 | 6 | / | 5 | -4 | /
CCOc1ccc(-n2c(C)c(C(=O)O)c3cc(OC)ccc32)cc1
 : 0.6 | 1 | 5 | -2 | -1 | 1 | -8 | -15
Cc1ccc2cc(CN(CCCN3CCOCC3)C(=O)NC3CCCCC3)c(=O)[nH]c2c1C
 : / | / | 3 | -13 | / | -1 | -3 | /
O=C(/C=N/O)NCc1cccnc1
 : / | 7 | -6 | 6 | 1 | -20 | 2 | -12
Cc1ccc(NC(=O)CSc2nnc(C)n2C2CC2)cc1S(=O)(=O)N1CCOCC1
 : 1.0 | -20 | 5 | -2 | 2 | -3 | -6 | -6
COc1ccc(CCNC(=O)c2cc(C)oc2C)cc1OC
 : / | 4 | -3 | 2 | 4 | 10 | 3 | -16

The listing, previewed entries included:
Value order – E-selectin induc | ERp5 block | esBAF inh | PglD DTNB | Casp6 inh | RAD54 inh | ARNT-TACC3 inh | RAD52 anneal inh
Cc1ccc(-c2cc(C(F)F)n3ncc(C(=O)N4CCCc5ccccc54)c3n2)cc1
 : / | / | -9 | 4 | / | -10 | 2 | /
CCCC(C)NC(=O)COC(=O)c1cccc(NS(C)(=O)=O)c1 (centres undefined)
 : / | 5 | -2 | -2 | -5 | 5 | -3 | -13
CC(O)CNC(=O)C1CCN(Cc2ccc(OCc3ccccc3)cc2)CC1 (centres undefined)
 : -2.0 | / | 18 | 6 | / | 5 | -4 | /
CCOc1ccc(-n2c(C)c(C(=O)O)c3cc(OC)ccc32)cc1
 : 0.6 | 1 | 5 | -2 | -1 | 1 | -8 | -15
Cc1ccc2cc(CN(CCCN3CCOCC3)C(=O)NC3CCCCC3)c(=O)[nH]c2c1C
 : / | / | 3 | -13 | / | -1 | -3 | /
O=C(/C=N/O)NCc1cccnc1
 : / | 7 | -6 | 6 | 1 | -20 | 2 | -12
Cc1ccc(NC(=O)CSc2nnc(C)n2C2CC2)cc1S(=O)(=O)N1CCOCC1
 : 1.0 | -20 | 5 | -2 | 2 | -3 | -6 | -6
COc1ccc(CCNC(=O)c2cc(C)oc2C)cc1OC
 : / | 4 | -3 | 2 | 4 | 10 | 3 | -16
C[C@@H](NC(=O)C[C@H]1CC[C@H]2[C@@H](COC[C@@H](O)CN2C(=O)Nc2cccc(F)c2)O1)c1ccccc1
 : -0.1 | -5 | 38 | 2 | -1 | 3 | -9 | 8
C[C@@H]1CCCCO[C@@H](CN(C)C(=O)Nc2ccccc2)[C@H](C)CN([C@H](C)CO)C(=O)c2cc(NC(=O)c3ccccc3)ccc2O1
 : / | -4 | 8 | -5 | 0 | -4 | -7 | -26
c1ccc(-c2ccc3c(c2)NCCN3)cc1
 : -0.1 | 1 | 13 | -4 | -3 | 5 | 2 | -16
O=C(CN1CCOCC1)N1CC[C@H]2[C@H](CO)Nc3ccc(-c4ccccc4)cc3[C@H]21
 : -0.1 | -2 | 7 | -4 | -4 | 13 | -2 | -10
CCCCCCn1c(CN2CCC(C)CC2)nc2c1c(=O)n(C)c(=O)n2C
 : / | -1 | -19 | 4 | -2 | 0 | 4 | -2
O=C(O)c1cccnc1Nc1ccc(Cl)cc1
 : / | 4 | / | / | 1 | / | 3 | -10
CCN1C(=O)[C@H]2[C@@H](c3ccc(C)cc3)N3C(=O)N(c4cccc(F)c4)C(=O)[C@@]3(C)[C@H]2C1=O
 : 0.0 | -4 | -12 | -4 | 11 | -1 | -7 | -15
CCOC(=O)C1=C[C@@H](C(C)(C)C)N(S(=O)(=O)c2ccc(C)cc2)[C@H]1c1cccc(Cl)c1
 : -0.1 | -2 | -1 | 2 | -1 | -8 | / | 3
c1csc(CNc2nc(Oc3ccncc3)c3sccc3n2)c1
 : 0.0 | -4 | -3 | -4 | -1 | -5 | / | -19
COc1cccc(NC(=O)N(C)C[C@H]2Oc3ncc(/C=C/c4ccccc4)cc3C(=O)N([C@H](C)CO)C[C@@H]2C)c1
 : -0.1 | 2 | 10 | 1 | -3 | -5 | 7 | -4
COc1c(C)cc(C(O)c2ncc(-c3cccc4ccccc34)[nH]2)cc1C (centres undefined)
 : 0.2 | 3 | -11 | 3 | 2 | -7 | / | 17
CN(C)CCCNC(=O)C[C@@H]1CC[C@@H]2[C@@H](COc3ccc(NC(=O)NC4CCCC4)cc3C(=O)N2C)O1
 : 0.1 | -4 | 21 | 1 | -2 | -2 | -5 | -7
COc1ccc(-c2csc(NC(=O)CC(NC(C)=O)c3ccccc3)n2)cc1OC (centres undefined)
 : -0.1 | -4 | 1 | 1 | 6 | -3 | 2 | -10
C[C@@H]1CN([C@@H](C)CO)C(=O)c2cc(C#CC3(O)CCCC3)cnc2O[C@H]1CN(C)C(=O)Cc1cccnc1
 : -0.3 | 28* | 5 | 0 | 1 | -20 | -1 | 5
O=C(COc1coc(CN2CCN(c3ccccc3)CC2)cc1=O)NCC1CCCO1 (centres undefined)
 : -0.2 | -7 | / | -1 | 1 | 3 | -2 | -6
CSc1ccccc1-c1nc(-c2ccncc2)no1
 : / | 3 | ? | 5 | -1 | 0 | -3 | -10
Cc1cccc(CCNC(=O)c2cccc3c2C(=O)N(C2CCCCC2)C3)c1
 : / | -2 | 1 | 2 | 2 | 2 | -3 | -10
CCOc1ccc2oc(C(=O)Nc3cc(C)ccn3)c(C)c2c1
 : / | -1 | 6 | 7 | 2 | 3 | -1 | -6
COc1ccccc1NC(=O)N[C@@H]1CC[C@H](CCNC(=O)Cc2ccccn2)O[C@@H]1CO
 : -0.4 | -1 | 0 | 3 | -2 | -4 | 0 | -17
CCN(CC)C(=O)[C@H]1C[C@H](CC(=O)NCCN2CCOCC2)C(=O)N2CCc3c([nH]c4cc(-c5ccco5)ccc34)[C@]12C
 : 0.1 | 2 | 2 | 2 | -20 | -5 | 5 | -10
c1ccc(CSc2nnc3ccc(-c4cccs4)nn23)nc1
 : / | -5 | / | / | 0 | / | -33 | -7
CCN1CCN(c2ccc(NC(=O)CCc3c(C)nc4c(-c5ccc(F)cc5)c(C)nn4c3C)cc2)CC1
 : / | -2 | / | / | -3 | / | 0 | -13
CC(=O)N1CCN(S(=O)(=O)c2cccc(C(=O)Nc3cc(C(F)(F)F)ccc3N3CCOCC3)c2)CC1
 : -3.3 | -1 | 3 | -5 | 1 | -1 | -36 | -3
Cc1cccc(OCCC(=O)Nc2ccc(F)c(Cl)c2)c1
 : 1.7 | -3 | / | / | 3 | / | -16 | -1
Cc1ccccc1OCC(=O)N1N=C(c2cccnc2)CC1(O)C(F)(F)F (centres undefined)
 : 0.6 | -2 | / | 3 | 3 | -11 | 15 | -5
O=C(CCCn1c(=S)[nH]c2ccsc2c1=O)NCCc1ccccc1
 : 2.1 | 1 | 10 | -1 | 5 | 6 | -32 | 2
CC(=O)N1[C@@H]2c3ccc(C4=CCCC4)c(=O)n3C[C@H]1[C@H](CO)[C@H]2C(=O)NCc1ccccc1
 : 0.0 | -1 | 2 | 0 | -1 | 6 | 5 | -7
C=CCN(Cc1nc(-c2ccccc2)no1)C(=O)c1ccoc1C
 : -0.1 | 0 | 1 | 1 | -1 | -17 | 2 | -14
CN1C(=O)c2ccc(N(C)C)cc2C1=O
 : / | / | 4 | -2 | / | -4 | 2 | /
Cc1ccc(C)c(NC(=O)c2cnc3n(c2=O)CCS3)c1
 : / | -1 | / | / | 1 | / | 11 | -22
CCOC(=O)N1CCN(C(=O)c2ccc(-n3c(C)ccc3C)cc2)CC1
 : / | / | -9 | 0 | / | 8 | 1 | /
C=CCOc1ccc(C2/C(=C(\O)c3c(C)[nH]c(C(=O)OC)c3C)C(=O)C(=O)N2CCN(C)C)cc1 (centres undefined)
 : / | -12 | 2 | 0 | -2 | -6 | -4 | -14
O=C(O)C1CSC(c2coc3ccccc3c2=O)N1 (centres undefined)
 : 2.8 | -5 | / | / | 4 | / | 12 | -55
COC(=O)c1cc(OC)c(OC)cc1NC(=O)CCc1ccc(C)o1
 : / | / | -8 | 1 | / | 1 | 9 | /
O=C(Cc1ccccn1)N[C@H]1CC[C@H](CCn2cc(-c3ccc(F)cc3)nn2)O[C@@H]1CO
 : -0.1 | -1 | / | / | 2 | / | / | 4
O=C(CSc1nnc(NC2CC2)s1)c1ccc[nH]1
 : 0.0 | -1 | / | / | -1 | / | 6 | -24
Cc1cccc(-n2c(SCCC(=O)O)nnc2-c2cccs2)c1C
 : / | / | 5 | -5 | / | 11 | -15 | /
C[C@@H]1CCCCO[C@H](CN(C)C(=O)Nc2ccc(C(F)(F)F)cc2)[C@H](C)CN([C@@H](C)CO)C(=O)c2cc(NS(C)(=O)=O)ccc2O1
 : -0.1 | -1 | 5 | 2 | 2 | 0 | 4 | -7
CCCc1nnc(SCC(=O)N2CCCC(C)C2)n1CC1CCCO1 (centres undefined)
 : / | / | -8 | -8 | / | -1 | -1 | /
O=C(COC(=O)c1ccccc1NCCO)NCC1CCCCC1
 : / | 6 | ? | 5 | 1 | -6 | -10 | -23
CN1CCc2c1nc1ccccc1c2N (tested in a mixture with another compound)
 : / | 6 | 2 | -1 | -1 | 35 | 10 | 22
C=CCn1c(SCc2csc(C)n2)nc2scc(-c3ccc(C)o3)c2c1=O
 : / | 0 | / | / | 0 | / | 1 | -16
COc1ccccc1S(=O)(=O)N1CC[C@@H]2[C@H](CO)Nc3ccc(-c4ccc(C#N)cc4)cc3[C@@H]21
 : 0.1 | -1 | 9 | 3 | 1 | 6 | -28 | -1
Cc1cc2ccccc2n2c(SCC(=O)N3CCOCC3)nnc12
 : / | -1 | 2 | 5 | 0 | 6 | 0 | -15
Cc1cccc(NS(=O)(=O)c2cccc(C(=O)NCC(c3ccc(F)cc3)N3CCOCC3)c2)c1 (centres undefined)
 : 0.0 | -4 | -1 | 3 | 5 | -5 | 0 | -47
COC(=O)c1sccc1-c1ccc(/C=N/OCc2c(Cl)cccc2Cl)o1
 : / | / | 6 | 0 | / | 13 | -6 | /
